MMP-13 inhibitor = human MMP13 inhibitors, primary screen, biochemical, FRET peptide cleavage; AID 570, 2006; 65,000 tested, 0.07% active; MMP-13 fTHP FRET cleavage, Mca fluorescence; inhibition, % at 4 µM; Collagenase 3 (Homo sapiens), P45452;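 active = inhibition above the mean of compound-free control plate wells plus 3 SD, cut at about 14% in these data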;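 also: 0% = DMSO wells and 100% = wells with reference MMP-13 inhibitor after basal subtraction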
TNAP act mid DEA = human TNAP enzyme activators, primary screen, biochemical, luminescent, intermediate phosphate acceptor level. activation factor at 20 µM. purified TNAP, CDP-star luminescence, 100 mM DEA, 30 min; hits give high values; scale: 0 levamisole-inhibited, 1 vehicle-only enzyme. 64,000 tested, under 10 active. Alkaline phosphatase, tissue-nonspecific isozyme (Homo sapiens), P05186;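 active = activation factor of at least 2 at 20 µM, relative to controls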
JNK3 inh = JNK3 kinase activity inhibitors, primary screen, biochemical, human, purified enzyme; 60,000 tested, 0.61% active; HTS; inhibition, % at 8 µM; Mitogen-activated protein kinase 10 (Homo sapiens), P53779; in the data active = inhibition above about 17%;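 also: 0% = DMSO and 100% = reference inhibitor; many of its hits are not listed in these tables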
Target sequence (P53779 whole entry, looked up): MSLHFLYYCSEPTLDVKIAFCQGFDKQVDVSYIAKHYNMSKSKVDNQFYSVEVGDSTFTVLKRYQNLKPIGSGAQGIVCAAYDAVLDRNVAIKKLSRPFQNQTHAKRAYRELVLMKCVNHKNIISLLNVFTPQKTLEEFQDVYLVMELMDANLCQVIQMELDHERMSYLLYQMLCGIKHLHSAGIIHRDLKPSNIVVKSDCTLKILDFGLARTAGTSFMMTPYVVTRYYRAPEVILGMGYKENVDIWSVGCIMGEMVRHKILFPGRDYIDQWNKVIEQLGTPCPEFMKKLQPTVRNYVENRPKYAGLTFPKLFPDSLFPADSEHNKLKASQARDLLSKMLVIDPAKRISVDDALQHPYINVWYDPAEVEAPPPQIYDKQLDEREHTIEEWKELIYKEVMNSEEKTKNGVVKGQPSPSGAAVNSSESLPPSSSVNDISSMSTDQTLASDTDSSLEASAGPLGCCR
Cdc25B inh = inhibitors of Cdc25B phosphatase catalytic domain, primary screen, biochemical, OMFP fluorescence | recombinant Cdc25B, OMFP fluorescence Ex485/Em525 | M-phase inducer phosphatase 2 (Homo sapiens), P30305 | 65,000 tested, 0.1% active | inhibition, %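 (compounds tested at 10 µM final in the well)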 | AID 368, 2006; in the data active = inhibition above about 50%
Target sequence (P30305 whole entry, looked up, the tested form may be a part): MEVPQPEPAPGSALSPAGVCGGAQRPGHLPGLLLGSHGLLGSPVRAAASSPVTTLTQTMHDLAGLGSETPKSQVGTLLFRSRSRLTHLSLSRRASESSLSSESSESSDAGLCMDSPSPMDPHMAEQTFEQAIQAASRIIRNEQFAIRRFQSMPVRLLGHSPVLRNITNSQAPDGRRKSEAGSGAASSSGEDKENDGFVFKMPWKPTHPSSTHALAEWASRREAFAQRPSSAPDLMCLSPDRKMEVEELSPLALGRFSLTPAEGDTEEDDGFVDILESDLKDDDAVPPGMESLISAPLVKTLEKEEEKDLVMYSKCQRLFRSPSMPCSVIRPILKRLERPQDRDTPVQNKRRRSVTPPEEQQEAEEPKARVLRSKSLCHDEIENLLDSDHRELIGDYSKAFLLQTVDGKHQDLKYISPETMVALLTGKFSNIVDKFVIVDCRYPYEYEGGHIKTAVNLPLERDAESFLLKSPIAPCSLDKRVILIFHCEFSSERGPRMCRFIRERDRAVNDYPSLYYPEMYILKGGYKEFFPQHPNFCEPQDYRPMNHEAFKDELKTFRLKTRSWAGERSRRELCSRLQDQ
Jurkat tox 60K = cytotoxicity toward Jurkat T cells, primary screen, cytotoxicity control, cell-based, Jurkat E6.1, 60K MLSMR library. Jurkat E6.1 viability, ATP luminescence, 48 h. inhibition, % at 4 µM. 56,000 tested, 1.2% active;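 active = inhibition above the mean inhibition of all tested compounds plus 3 SD, cut at about 28% in these data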
MKP-1 inh = MKP-1 phosphatase inhibitors, primary screen, biochemical, in vitro; 65,000 tested, 0.15% active; recombinant MKP-1, OMFP hydrolysis fluorescence; Dual specificity protein phosphatase 1 (Homo sapiens), P28562; AID 374, 2006; inhibition, %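 (compounds tested at a single concentration somewhere between 10 and 100 µM)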;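 active = inhibition above about 50%, limit read from the data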;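 also: 0% = DMSO max control wells and 100% = wells with enzyme stopped by NaOH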
ROCK2 blocker = inhibitors of human ROCK2 kinase, primary screen, biochemical, high-throughput, luminescence; Rho-associated protein kinase 2 (Homo sapiens), O75116; purified ROCK2, Kinase-Glo ATP depletion luminescence; inhibition, % at 6 µM; 60,000 tested, 0.35% active; AID 604, 2007;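 active = inhibition above the screen-wide mean inhibition plus 3 SD, cut at about 18% in these data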;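 also: plate controls were DMSO wells for no effect and Y-27632 control wells after no-enzyme background subtraction for full effect; many of its hits are not listed in these tables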
HEK293 NFkB inh = inhibitors of PMA/ionomycin-induced NF-kB reporter, primary screen, antigen receptor NF-kB inhibitor project, cell-based, HEK-293 luciferase reporter, luminescence; HEK-293 NF-kB luciferase reporter; inhibition, % at 3 µM; 62,000 tested, 0.21% active; AID 465, 2006;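 active = inhibition above the mean of all tested compounds plus 3 SD, cut at about 40% in these data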;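 also: 0% = stimulated DMSO wells and 100% = 10 µM reference inhibitor 5653914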
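System – HEK-293 cells with stable firefly luciferase reporter driven by four HIV NF-kB elements · Doses – one dose, 3 µM · Schedule – 1 h compound pre-incubation, 16 h PMA/ionomycin at 37 °C · Technique – luminescence from luciferase substrate reagent · Measure – percent inhibition normalized per plate to DMSO and reference-inhibitor controls · Replicates – tested once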
PKA kinase inh = inhibitors of human PKA kinase activity, primary screen, biochemical, ATP-depletion luminescence, Kemptide substrate; cAMP-dependent protein kinase catalytic subunit alpha (Homo sapiens), P17612; PKA Kemptide phosphorylation, Kinase-Glo ATP luminescence; inhibition, % at 6 µM; 65,000 tested, 0.1% active; AID 524, 2006;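 active = inhibition above the screen-wide mean inhibition plus 3 SD, cut at about 21% in these data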; also: many of its hits are not listed in these tables
The depositor's hits bear a star; nt = no result given. Hits appear at their usual frequency; overall some 1.9% were active at least once.

SMILES	MMP-13 inhibitor	TNAP act mid DEA	JNK3 inh	Cdc25B inh	Jurkat tox 60K	MKP-1 inh	ROCK2 blocker	HEK293 NFkB inh	PKA kinase inh
Cc1nn(-c2ccc(C(=O)O)cc2)c(N)c1-c1ccccc1	-3	0.9	2	12	4	-1	-2	-56	-2
Cc1cccc(C)c1NC(=O)N1CCC(n2cnc3ccccc32)CC1	-3	0.9	13	-15	-3	-21	5	10	6
Cc1c(NC(=O)CN2C(=O)c3ccccc3C2=O)c(=O)n(-c2ccccc2)n1C	-8	0.9	4	-3	-16	3	5	7	6
CN(C)C(CNC(=O)c1cccs1)c1cccnc1 (configuration not stated)	1	1	-7	-6	-4	3	5	12	8
CCc1sc(C(=O)N2CCN(S(C)(=O)=O)CC2)cc1Br	-2	1	6	-4	-4	-6	4	16	2
CCOc1ccccc1NC(=O)CSc1nc2c(c(=O)n1C)SC(C)C2 (configuration not stated)	-1	1	7	-17	7	-4	2	20	10
CCOc1cccc(-c2nc(C(N)=O)c3[nH]c(=O)n(-c4cccc(Cl)c4)c3n2)c1O	1	1.1	0	-11	-1	8	3	15	9
FC(F)(F)c1nnc2sc(-c3ccccn3)nn12	-4	0.9	7	-2	-4	-25	6	10	0
C=CCn1c(=O)c2ccccc2n2c(SC(C)C(=O)Nc3nc(-c4ccccc4)cs3)nnc12 (configuration not stated)	6	0.9	-5	-2	1	7	-1	24	-5
CC12CCC3(CO)COC(c4ccccc4O1)C2C3 (configuration not stated)	7	0.9	7	-21	1	-6	2	16	-3
Cc1cc(=O)n2[nH]c(C)c(-c3ccc(Cl)cc3)c2n1	-6	1	-5	-10	-4	-8	7	7	9
CCOC(=O)C1CCN(C(=O)Nc2ccc3oc(C)nc3c2)CC1	-2	0.9	-1	4	0	0	2	13	-4
O=C(O)c1oc2ccccc2c1CSc1ccccn1	4	0.9	-6	2	-1	1	-2	16	2
Cc1nc(Sc2cccn2C)c(C(F)(F)F)c(=O)[nH]1	-4	0.8	-3	0	nt	-12	-6	nt	-2
COc1ccc(S(=O)(=O)N2CCOCC2)cc1C(=O)Nc1cc(C)on1	-3	0.9	6	-4	-6	-8	2	8	7
CCc1nnc(NC(=O)C2CCC2)s1	3	0.9	1	4	0	-2	2	1	4
CSc1nc(N2CCOCC2)c2ccccc2n1	3	0.9	3	-2	-1	-9	4	3	6
CCc1nnc(NC(=O)CSc2nnnn2-c2cccc(C(=O)OC)c2)s1	2	1	-2	9	-9	-30	8	-12	-1
CCOc1ccc(NC(=O)CN(C)c2nnnn2-c2ccccc2)cc1OCC	1	0.9	nt	-3	nt	27	nt	9	1
Cc1ccc(NC(=O)CN(C)S(=O)(=O)c2cccc3nsnc23)cc1	3	1	-3	-3	2	9	0	3	-2
CCOC(=O)N1CCC(NS(=O)(=O)c2cc(Br)cnc2N)CC1	-4	0.9	-4	10	2	5	2	10	1
O=C(Cc1ccccc1)N1CCC(c2nc(-c3ccc(F)cc3)no2)CC1	-6	0.9	1	-11	5	23	2	12	14
COc1ccc(C)cc1S(=O)(=O)N1CCC(C)CC1	-10	0.9	0	-2	-5	15	-2	14	9
CCOC(=O)N1CCN(C(=O)c2c(-c3ccccc3)noc2C)CC1	-3	0.9	5	0	-15	0	2	-2	2
CC(C)(C#N)NC(=O)c1ccco1	1	1	1	4	9	-11	0	8	0
(further entries)
SMILES	MMP-13 inhibitor	TNAP act mid DEA	JNK3 inh	Cdc25B inh	Jurkat tox 60K	MKP-1 inh	ROCK2 blocker	HEK293 NFkB inh	PKA kinase inh
Cn1c(CCNC(=O)OC(C)(C)C)n[nH]c1=S	-3	0.9	-1	13	3	-8	3	3	3
CCOc1ccc(Cc2nc(-c3nonc3N)no2)cc1OCC	-5	0.9	4	-5	2	-14	5	14	4
O=C(NC1CCCCC1)c1noc2c1CCCCC2	3	0.9	4	0	-2	-3	4	-2	6
Cc1occc1-c1nnc(SCC(=O)Nc2ccc3c(c2)OCO3)n1CC1CCCO1 (configuration not stated)	-10	1	-1	-17	4	-11	-10	16	-3
CCOc1cc(-c2noc(-c3cccnc3)n2)ccc1OC	0	0.8	2	2	-3	26	9	4	4
CC(=O)Nc1nc(SCCCc2ccccc2)n[nH]1	-1	1.1	8	2	6	-12	-2	5	-7
Cc1ccc(C2NC(=O)NC3=C2CCc2ccccc23)cc1 (configuration not stated)	-40	0.9	2	6	7	-9	2	11	5
CCCS(=O)(=O)N1CCCC(C(=O)NCCN2CCC(Cc3ccccc3)CC2)C1 (configuration not stated)	-8	0.9	-1	7	2	-3	8	-1	10
CCC(=O)Nc1ccccc1-c1nnn(CC(=O)N2c3ccccc3CC2C)n1 (configuration not stated)	6	1	nt	-2	nt	13	nt	8	0
Cc1nc2ccc(S(=O)(=O)NCC(=O)N3CCOCC3)cc2s1	1	1	4	-2	-3	-3	0	7	-3
CCOC(=O)COc1ccc(S(=O)(=O)N2CCN(c3ccccc3F)CC2)cc1	-3	0.8	5	-6	-2	0	8	-10	4
CCOc1ccc(C(=O)NCCCN(CC)CC)cc1	-3	1	0	-4	-5	1	6	9	5
COc1ccccc1N1CCN(c2nc(N)c(C#N)c(CC#N)c2C#N)CC1	-1	0.9	nt	-8	nt	27	nt	15	1
CCOc1ccc(-c2nc(-c3ccccc3C)no2)cc1	4	0.9	-6	4	0	-4	-1	-42	4
CCOc1ccc2[nH]c(=O)c(C(c3nnnn3CC3CCCO3)N3CCc4ccccc4C3)cc2c1 (configuration not stated)	-27	0.9	0	5	-3	35	-2	4	0
CCOC(=O)c1ccc(NC(=O)C23CCC(C)(C(=O)O2)C3(C)C)cc1 (configuration not stated)	4	1	5	-4	-2	4	-1	15	8
c1ccc(-c2nnc3sc(CN4CCc5ccccc54)cn23)cc1	7	nt	-3	7	8	-9	-1	20	3
O=C(COc1cccc(C(F)(F)F)c1)NCCCN1CCCC1=O	2	1	2	-6	1	14	0	28	0
Cc1cc(NC(=O)c2ccccc2)ncc1NC(=O)c1ccco1	12	0.9	nt	-15	nt	11	nt	-21	-11
Cn1c(=O)c2c(nc(Oc3ccc4c(c3)OCO4)n2Cc2ccc(Br)cc2)n(C)c1=O	-7	1	2	-22	nt	-6	0	nt	-2
NC(=O)c1cc(-c2ccccc2)sc1NC(=O)Cc1ccc(S(=O)(=O)N2CCOCC2)s1	-10	0.9	10	2	-7	40	6	9	8
CN(C)c1ccc(CNC(=O)C2CCN(S(=O)(=O)c3ccc4c(c3)CCC(=O)N4)CC2)cc1	4	1	-5	-6	-2	4	-2	5	-8
CCCCCc1c(C)nc(Nc2ccc(F)cc2)[nH]c1=O	1	0.8	0	10	-8	17	6	-6	0
CC1CN(C(=O)C(C)Sc2nc3ccccc3s2)CC(C)O1 (configuration not stated)	2	1	-4	-8	-12	10	-2	11	1
CCOc1ccc(N2CC(C(=O)NCCCN3CCOCC3)CC2=O)cc1 (configuration not stated)	4	0.9	5	-8	-8	-14	8	10	7
(listing goes on)
SMILES	MMP-13 inhibitor	TNAP act mid DEA	JNK3 inh	Cdc25B inh	Jurkat tox 60K	MKP-1 inh	ROCK2 blocker	HEK293 NFkB inh	PKA kinase inh
COc1cccc(NC(=O)CSc2nc3c(c(-c4ccco4)c2C#N)CCCC3)c1	5	1	-2	6	-4	-14	4	-1	6
Cn1c(NC(=O)C2c3ccccc3Oc3ccccc32)cc(=O)n(C)c1=O	4	0.9	2	-7	1	-1	6	23	12
Cc1nc(N)sc1-c1csc(Nc2ccccc2)n1	-1	0.9	-2	-5	-5	5	11	-8	7
CC(=O)C(Sc1nc(N2CCOCC2)nc(N2CCOCC2)n1)C(=O)Nc1ccccc1 (configuration not stated)	2	0.9	9	-3	7	5	2	-4	3
CCCCC(CCC(=O)Nc1ccc(C(=O)OCC)cc1)C(=O)O (configuration not stated)	4	0.9	2	-11	nt	-16	4	nt	5
CC12CCC(c3c(C(=O)Nc4nccs4)nn(-c4ccccc4)c31)C2(C)C (configuration not stated)	1	1.1	10	-16	0	7	-1	4	-2
CCC(=O)Nc1ccc(NC(=O)CSc2nnnn2CC)cc1C	0	0.9	-2	-2	-6	7	4	17	8
O=C1CCCc2c1cc(C(=O)NCc1ccco1)c(=O)n2-c1ccc(Cl)cc1	1	0.9	-4	5	1	24	10	3	8
Cc1csc(NC(=O)CSc2nnc(-c3ccc(S(=O)(=O)N4CCCC4)cc3)o2)n1	7	1	0	1	5	-6	-1	0	-3
CCCCn1c(SCc2cccnc2)nc2c1c(=O)n(C)c(=O)n2C	-14	0.9	6	-14	-10	-18	3	-5	1
CCCCOC(=O)C(C)Nc1n[nH]c(=O)[nH]c1=O (configuration not stated)	-1	0.9	-6	-11	-6	-8	3	4	4
CCOC(=O)/C(C(N)=NCCO)=C(/O)c1ccccc1	-1	0.9	3	-10	-7	2	8	-10	2

Of the compounds above, these contain two or more sulfur atoms.
SMILES	MMP-13 inhibitor	TNAP act mid DEA	JNK3 inh	Cdc25B inh	Jurkat tox 60K	MKP-1 inh	ROCK2 blocker	HEK293 NFkB inh	PKA kinase inh
CCc1sc(C(=O)N2CCN(S(C)(=O)=O)CC2)cc1Br	-2	1	6	-4	-4	-6	4	16	2
CCOc1ccccc1NC(=O)CSc1nc2c(c(=O)n1C)SC(C)C2 (configuration not stated)	-1	1	7	-17	7	-4	2	20	10
C=CCn1c(=O)c2ccccc2n2c(SC(C)C(=O)Nc3nc(-c4ccccc4)cs3)nnc12 (configuration not stated)	6	0.9	-5	-2	1	7	-1	24	-5
CCc1nnc(NC(=O)CSc2nnnn2-c2cccc(C(=O)OC)c2)s1	2	1	-2	9	-9	-30	8	-12	-1
Cc1ccc(NC(=O)CN(C)S(=O)(=O)c2cccc3nsnc23)cc1	3	1	-3	-3	2	9	0	3	-2
Cc1nc2ccc(S(=O)(=O)NCC(=O)N3CCOCC3)cc2s1	1	1	4	-2	-3	-3	0	7	-3
NC(=O)c1cc(-c2ccccc2)sc1NC(=O)Cc1ccc(S(=O)(=O)N2CCOCC2)s1	-10	0.9	10	2	-7	40	6	9	8
CC1CN(C(=O)C(C)Sc2nc3ccccc3s2)CC(C)O1 (configuration not stated)	2	1	-4	-8	-12	10	-2	11	1
Cc1nc(N)sc1-c1csc(Nc2ccccc2)n1	-1	0.9	-2	-5	-5	5	11	-8	7
Cc1csc(NC(=O)CSc2nnc(-c3ccc(S(=O)(=O)N4CCCC4)cc3)o2)n1	7	1	0	1	5	-6	-1	0	-3

Record cards (already shown):
Entry for O=C1CCCc2c1cc(C(=O)NCc1ccco1)c(=O)n2-c1ccc(Cl)cc1 → MMP-13 inhibitor = 1; TNAP act mid DEA = 0.9; JNK3 inh = -4; Cdc25B inh = 5; Jurkat tox 60K = 1; MKP-1 inh = 24; ROCK2 blocker = 10; HEK293 NFkB inh = 3; PKA kinase inh = 8
Entry for Cc1csc(NC(=O)CSc2nnc(-c3ccc(S(=O)(=O)N4CCCC4)cc3)o2)n1 → MMP-13 inhibitor = 7; TNAP act mid DEA = 1; JNK3 inh = 0; Cdc25B inh = 1; Jurkat tox 60K = 5; MKP-1 inh = -6; ROCK2 blocker = -1; HEK293 NFkB inh = 0; PKA kinase inh = -3
